Source: PubChem BioAssay
TbPYK inhibitor: inhibitors of Trypanosoma brucei pyruvate kinase; Q57TT1; TbPYK enzyme, Kinase-Glo Plus ATP luminescence, 45 min; Potency, µM (highest dose often 76.8 µM), inactives show top-dose activity, negative = inhibition, actives largely listed as inhibitors; 410,000 tested, 0.12% active; AID 624173; note: potency is the fitted concentration of half-maximal effect; nearly all actives have a fitted effect of over 50% in size
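T. brucei PYK with substrate was exposed to pin-transferred compounds across a concentration series, then started with 130 uM ADP (final). After 45 min at room temperature, Kinase-Glo Plus luminescence was read, normalized and curve-fitted.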
AmpC inh no detg: blocks E. coli AmpC beta-lactamase in detergent-free assay. 330,000 tested, 0.52% active. P00811. Potency, µM (top dose mostly 57.1 µM), for inactives: at the highest dose activity change, negative = inhibition, hits mostly inhibitors. AmpC nitrocefin hydrolysis, absorbance 480 nm, 0.0001% Triton;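 note: potency is the fitted concentration of half-maximal effect; plate controls were no compound for no effect and no enzyme for full effect; nearly all actives have a fitted effect of over 20% in size; some results filed as inactive show a strong effect at the top dose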
Target sequence (P00811 whole entry, looked up): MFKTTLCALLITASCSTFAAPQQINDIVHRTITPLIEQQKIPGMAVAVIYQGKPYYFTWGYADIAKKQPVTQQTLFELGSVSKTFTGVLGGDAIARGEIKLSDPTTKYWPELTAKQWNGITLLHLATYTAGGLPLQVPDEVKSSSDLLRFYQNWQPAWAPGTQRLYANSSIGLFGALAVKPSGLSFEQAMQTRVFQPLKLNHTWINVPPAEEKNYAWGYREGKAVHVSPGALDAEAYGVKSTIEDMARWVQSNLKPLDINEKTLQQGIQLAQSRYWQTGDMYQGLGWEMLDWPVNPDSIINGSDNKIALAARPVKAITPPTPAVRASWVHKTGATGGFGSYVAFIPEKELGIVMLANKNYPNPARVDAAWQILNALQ
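20 mM phosphate pH 7.0 + 0.01% (detergent screen) or 0.0001% Triton X-100; 5.3 nM AmpC reagent; cpd preinc 15 min RT; nitrocefin (800 uM stock) to start; A480 q20 s × 4 min; Activity was normalised to no-enzyme and no-compound control wells.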
AMA1 RON2 block: disrupts binding of P. falciparum AMA1 to RON2. AlphaScreen AMA1-biotinylated RON2 peptide binding. Potency, µM (top dose mostly 58.2 µM), without a hit: at the top dose activity change, negative = inhibition, usual class: inhibitors. 360,000 tested, 0.2% active. AID 720542;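 note: potency is the fitted concentration of half-maximal effect; 0% = vehicle wells and -100% = peptide control; nearly all actives have a fitted effect of over 45% in size; some results filed as inactive show a strong effect at the top dose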
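AMA1 (3D7) with his tag at 25 nM final met compounds first, then biotinylated RON2 peptide at 25 nM; detection used donor plus acceptor beads, 10 µg/mL apiece, read by AlphaScreen after 30 min at room temperature.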
HCMV inh: human cytomegalovirus inhibition | HFF cells, HCMV-luciferase reporter, 72 h; active compounds read low | activity change, negative = inhibition, % at 57.5 µM | 410,000 tested, 4.5% active; in the data active = activity change below about -60%; inconclusive = no clear call, values can overlap the other calls; inactive = above about -39%
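Two-dose cell screen: HFF monolayers treated with compounds and infected with luciferase-expressing HCMV at 1 PFU/cell, 72 h at 37C, then lysed for luciferase measurement.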
LmPK inhibitor: inhibitors of Leishmania mexicana pyruvate kinase; purified LmPK, Kinase-Glo ATP luminescence, 1 h; Potency, µM (doses to about 57.5 µM), for the others: at the highest dose activity change, negative = inhibition, hits mostly inhibitors; 290,000 tested, 0.37% active; AID 1721; note: potency is the fitted concentration of half-maximal effect
Target sequence (Q27686 whole entry, looked up): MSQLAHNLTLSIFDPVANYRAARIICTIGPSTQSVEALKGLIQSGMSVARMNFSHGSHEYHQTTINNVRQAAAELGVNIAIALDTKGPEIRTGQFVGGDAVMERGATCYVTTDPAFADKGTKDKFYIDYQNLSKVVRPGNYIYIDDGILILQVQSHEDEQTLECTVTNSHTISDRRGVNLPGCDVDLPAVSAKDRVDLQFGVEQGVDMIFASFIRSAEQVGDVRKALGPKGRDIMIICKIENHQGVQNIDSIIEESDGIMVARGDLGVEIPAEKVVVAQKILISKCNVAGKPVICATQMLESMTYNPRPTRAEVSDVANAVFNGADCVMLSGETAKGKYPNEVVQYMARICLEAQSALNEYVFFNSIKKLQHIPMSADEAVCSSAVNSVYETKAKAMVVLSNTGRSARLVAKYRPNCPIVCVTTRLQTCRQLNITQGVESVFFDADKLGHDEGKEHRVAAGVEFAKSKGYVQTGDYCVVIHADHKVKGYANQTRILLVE
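qHTS format; LmPK 0.1 nM; substrates PEP 0.5 mM and ADP 0.1 mM. One-hour room-temperature incubation, then coupled luciferase luminescence; 0.5 nM enzyme wells mark activation.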
Sm TGR inh: S. mansoni TGR enzyme inhibition; Q962Y6; purified TGR, DTNB reduction, TNB absorbance 405 nm; Potency, µM (doses to about 114 µM), inactives show top-dose activity change, negative = inhibition, actives largely listed as inhibitors; 360,000 tested, 3% active; note: potency is the fitted concentration of half-maximal effect; nearly all actives have a fitted effect of over 60% in size
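TGR 20 nM + NADPH 100 uM (dispensed conc.), cpd preinc 15 min RT; start with NADPH (500 uM addition) then DTNB (15 mM addition). Kinetic TNB absorbance, 405 nm filter. Four-parameter Hill fit across titration.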
AmpC detergent: blocks E. coli AmpC beta-lactamase in detergent assay; Potency, µM (doses to about 114 µM), without a hit: at the top dose activity change, negative = inhibition, most hits filed as inhibitors; 370,000 tested, 0.041% active; AmpC hydrolysis of nitrocefin, absorbance 480 nm, 0.01% Triton; P00811; AID 485294;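 note: potency is the fitted concentration of half-maximal effect; 0% = no-compound wells and -100% = no-enzyme wells; nearly all actives have a fitted effect of over 25% in size; some results filed as inactive show a strong effect at the top dose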
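20 mM phosphate pH 7.0 + 0.01% (detergent screen) or 0.0001% Triton X-100; 5.3 nM AmpC reagent; cpd preinc 15 min RT; nitrocefin (800 uM stock) to start; A480 q20 s × 4 min; Activity was normalised to no-enzyme and no-compound control wells.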
* marks the source's active call; other numbers are inactive results; ? = inconclusive; nt = no result given; & = joins results of further samples; [ ] = dose if it differs, or a comment. Unless noted, calls come from the whole dose curve; as a rule, active = well fitted curve in the direction sought with a large enough effect; inconclusive = small, poorly fitted or top-dose-only effect, or another doubt; inactive = no such curve, though single readings can be large; an effect the other way counts as inactive or inconclusive. Unless noted, % is set by controls: 0 for no effect and ±100 for the full control effect.

SMILES	TbPYK inhibitor	AmpC inh no detg	AMA1 RON2 block	HCMV inh	LmPK inhibitor	Sm TGR inh	AmpC detergent
COc1ccc(CNC(=O)c2cc3ccccn3n2)cc1OC	1%	nt	nt	13	nt	11%	1%
CCN(C1CCCCC1)S(=O)(=O)c1cc2c3c(c1)CCN3C(=O)CC2	5%	40%	0%	-11	nt	-3%	-15%
C=C(C)CN1C(=O)C(C)SC1=NN=C1SCC(=O)N1C (stereo not given)	-7%	nt	9%	-2	nt	nt	nt
O=C(NCC1CCCO1)c1cc(-c2ccccc2)nc2ccccc12 (stereo not given)	6%	17%	8%	30	3%	-3%	-6%
COc1ccc(OC)c(NC(=O)CN2C(=O)C3(OCCCO3)c3ccccc32)c1	3%	-2%	-10%	27	4%	7%	-11%
COC(=O)C1=C(c2ccc(C(C)=O)cc2)C[C@@H]2CC[C@H]1N2C(=O)NCC1CC1	0%	-5%	-6%	nt	nt	22µM*	0%
CCCN(C)C1CN(Cc2cn(Cc3ccc(C)cc3)nn2)S(=O)(=O)C1 (stereo not given)	6%	nt	1%	24	nt	nt	nt
COc1cccc(NC(=O)CN(C)C(=O)c2cc3c(s2)CCC3)c1	-22%	-34%	1%	17	nt	0%	-22%
Cc1ccc(NC(=O)NC2CCN(S(=O)(=O)c3ccc(F)cc3)CC2)cc1	-3%	-13%	-1%	?	6%	7%	-2%
COc1ccc(-c2[nH]ncc2/C=N/NC(=O)c2ccc(Br)cc2)c(OC)c1	0%	-16%	58%[activator]	-17	2%	2%	?
COP(C)(=O)c1c(C)nn(-c2ccccc2)c1C (stereo not given)	6%	-18%	-3%	-2	-4%	3%	-2%
CCN(CC)c1ccc(NC(=O)CN2CCN(CC(=O)Nc3ccccc3OC)CC2)cc1	-13%&-11%	52%	?	8&-25	-3%	1%&3%	1%&3%

One compound at a time, as listed above. Order of screens: TbPYK inhibitor	AmpC inh no detg	AMA1 RON2 block	HCMV inh	LmPK inhibitor	Sm TGR inh	AmpC detergent
Profile of COc1cccc(NC(=O)CN(C)C(=O)c2cc3c(s2)CCC3)c1 : -22%	-34%	1%	17	nt	0%	-22%
Profile of CCN(CC)c1ccc(NC(=O)CN2CCN(CC(=O)Nc3ccccc3OC)CC2)cc1 : -13%&-11%	52%	?	8&-25	-3%	1%&3%	1%&3%
Profile of Cc1ccc(NC(=O)NC2CCN(S(=O)(=O)c3ccc(F)cc3)CC2)cc1 : -3%	-13%	-1%	?	6%	7%	-2%
Profile of CCN(C1CCCCC1)S(=O)(=O)c1cc2c3c(c1)CCN3C(=O)CC2 : 5%	40%	0%	-11	nt	-3%	-15%
Profile of CCCN(C)C1CN(Cc2cn(Cc3ccc(C)cc3)nn2)S(=O)(=O)C1 (stereo not given) : 6%	nt	1%	24	nt	nt	nt

The main list resumes; the four compounds before the break are reprinted first.
SMILES	TbPYK inhibitor	AmpC inh no detg	AMA1 RON2 block	HCMV inh	LmPK inhibitor	Sm TGR inh	AmpC detergent
Cc1ccc(NC(=O)NC2CCN(S(=O)(=O)c3ccc(F)cc3)CC2)cc1	-3%	-13%	-1%	?	6%	7%	-2%
COc1ccc(-c2[nH]ncc2/C=N/NC(=O)c2ccc(Br)cc2)c(OC)c1	0%	-16%	58%[activator]	-17	2%	2%	?
COP(C)(=O)c1c(C)nn(-c2ccccc2)c1C (stereo not given)	6%	-18%	-3%	-2	-4%	3%	-2%
CCN(CC)c1ccc(NC(=O)CN2CCN(CC(=O)Nc3ccccc3OC)CC2)cc1	-13%&-11%	52%	?	8&-25	-3%	1%&3%	1%&3%
COc1ccc(S(=O)(=O)N2CCC(C(=O)Nc3ccc(Oc4ccccc4)cc3)CC2)cc1	0%	nt	nt	-29	nt	7%	10%
C[C@H](CO)N1C[C@H](C)[C@@H](CN(C)S(=O)(=O)c2cccs2)OCc2cn(nn2)CCCC1=O	-1%	nt	-10%	3	nt	nt	nt
C=C(Br)Cn1c(CCCC)nc2ccccc21	-5%	2%	7%	-21	-2%	3%	0%
Cc1ccc(N=C2N=C(N)c3ccccc32)cc1C	-10%	nt	-21%	-63*	nt	nt	nt
CCc1ccc(NC(=O)C2CC(=O)N(C(C)C)C2)cc1 (stereo not given)	-1%	-8%	-4%	17	-3%	5%	-4%
CCOC(=O)c1c(NC(=O)C2CC2)sc(C)c1CC	-9%	-5%	1%	-37	2%	-2%	-11%
COc1cc(OC)cc(C(=O)Oc2ccc(/C=N/Nc3nc4ccccc4s3)cc2OC)c1	-23%	-53%	66%[activator]	88	-2%	-8%	-4%
CCOC(=O)C1=C(C)NC2=C(C(=O)CC(c3cccs3)C2)C1c1cccs1 (stereo not given)	-1%	-59%	25%	-4	0%	-13%	-10%
COc1ccc(Nc2ccc([N+](=O)[O-])c3nonc23)c(OC)c1	-7%	-5%	-1%	-16	-7%	2%	3%
C=CCn1c(SCC(=O)Nc2cc(C)on2)nnc1-c1ccccc1F	-2%	-25%	-1%	-32	nt	nt	nt
COc1ccc(N2CCN(C3CCCCC3NS(=O)(=O)c3ccc(Cl)cc3)CC2)cc1 (stereo not given)	2%	-11%	?	-10	-1%	-19%	-5%
O=c1[nH]nc(-c2cccs2)c2ccccc12	5%	-23%	-6%	34	2%	0%	-16%
CCCSCCCNC(=O)C1CCN(C(=O)c2cnn(-c3ccccc3)c2-n2cccc2)CC1	1%	nt	nt	1	nt	-7%	3%
CC(C)N1CCN(c2ccncc2S(=O)(=O)N2CCCCC2)CC1	-13%	nt	3%	-12	nt	nt	nt
CCc1nnc2c(Nc3ccc(N(CC)CC)cc3C)nc3ccccc3n12	8%[15.4 µM]	nt	nt	?	nt	-32%	0%
Cc1cccc(OCC(=O)NCC(=O)N/N=C/c2ccc([N+](=O)[O-])cc2)c1	2%	-14%	7%	?	0%	2%	5%
CC(=O)c1c(C(C)=O)c(C)n(-c2nc(-c3ccccc3)c(C)s2)c1C	-6%	-14%	0%	?	6%	-1%	-12%
O=C(NC1c2ccccc2-c2ccccc21)c1ccco1	0%	-12%	-4%	-17	2%	2%	-15%
COc1cc(/C=C/C(=O)OCC(=O)Nc2cc(S(=O)(=O)N3CCOCC3)ccc2Cl)cc(OC)c1OC	3%	146%[activator]	-12%	?	nt	nt	nt
CCC(NC(=O)NCc1cccnc1)(C(F)(F)F)C(F)(F)F	3%	1%	4%	-5	2%	0%	-7%
CC(=O)OC[C@@H]1CN(Cc2ccccc2)C[C@H](n2cnc3c(N4CCCC4)ncnc32)O1	-3%	nt	51%[activator]	2	nt	nt	nt
CC(C)N(Cc1ccccc1)C(=O)C1CCCN(c2ncnc3onc(-c4ccc(F)cc4)c23)C1 (stereo not given)	-1%	nt	nt	-12	nt	-2%	8%
COc1cc2ccc3c(CCN(C)C)cc(OC)c(OC)c3c2cc1OC	-3%	0%	-3%	37	5%	0%	?
COc1ccc(/C=N/NC(=O)c2cc(C)on2)c2ccccc12	0%	-30%	18%	-24	7%	-3%	-2%

Fetched one by one from the entries so far (3):
SMILES	TbPYK inhibitor	AmpC inh no detg	AMA1 RON2 block	HCMV inh	LmPK inhibitor	Sm TGR inh	AmpC detergent
CC(C)N(Cc1ccccc1)C(=O)C1CCCN(c2ncnc3onc(-c4ccc(F)cc4)c23)C1 (stereo not given)	-1%	nt	nt	-12	nt	-2%	8%
Cc1cccc(OCC(=O)NCC(=O)N/N=C/c2ccc([N+](=O)[O-])cc2)c1	2%	-14%	7%	?	0%	2%	5%
CC(=O)c1c(C(C)=O)c(C)n(-c2nc(-c3ccccc3)c(C)s2)c1C	-6%	-14%	0%	?	6%	-1%	-12%

The results go on.
SMILES	TbPYK inhibitor	AmpC inh no detg	AMA1 RON2 block	HCMV inh	LmPK inhibitor	Sm TGR inh	AmpC detergent
COC(=O)Cn1c2ccccc2c2nc(C)sc21	-2%	-7%	-2%	-22	-1%	6%	?
CCCCN(CCCC)CCCNC(=O)C12CN(Cc3ccccc3)CC1C(c1cccc([N+](=O)[O-])c1)=NO2 (stereo not given)	4%	147%[activator]	-10%	-36	-1%	-16%	-11%
Cc1cc(C(=O)COC(=O)c2ccc(Cl)c(S(N)(=O)=O)c2)c(C)n1CC1CCCO1 (stereo not given)	-3%	-20%	4%	-14	nt	2%	?
COC(=O)CCCn1cc(CN2CC(N3CCN(CCN(C)C)CC3)CS2(=O)=O)nn1 (stereo not given)	2%	nt	2%	-32	nt	nt	nt
N#Cc1ccc(NCCc2ccccn2)c([N+](=O)[O-])c1	0%	-3%	-2%	78	-5%	5%	-5%
Cc1cc(NC(=O)CS(=O)(=O)c2cn(Cc3cccc(Br)c3)c3ccccc23)no1	0%	nt	-14%	-14	nt	nt	nt
Cn1c(=O)cc(NCCc2ccccc2)[nH]c1=O	-5%	-7%	5%	49	-2%	13%	-10%
COc1ccc2c(c1)CC(C(=O)Nc1ccc(OC)cc1OC)CO2 (stereo not given)	3%	nt	nt	4	nt	5%	1%
CC1=CC2=NC(=O)/C(=C/c3coc4ccccc4c3=O)C(=N)N2O1	-11%	-27%	6%	12	1%	-7%	-1%
CN(C(=O)c1ccc(NC(=O)Cc2ccc(NC(=O)C3CCN(C(=O)c4ccccc4)CC3)cc2)cc1)C1CC1	1%	44%	-22%	-17	nt	2%	-2%
COCCNC(=S)N(CCc1c(C)[nH]c2ccc(F)cc12)Cc1ccco1	-2%	23%	-10%	?	-5%	0%	-8%
CN(C)S(=O)(=O)c1cccc(COc2ccccc2C(=O)Nc2ccccc2)c1	4%	-23%	1%	-27	-10%	-12%	1%
CCN(CC(=O)Nc1ccc2c(c1)OCCO2)C(=O)c1cc(=O)[nH]c2ccccc12	0%	-10%	2%	-16	nt	1%	?
Cc1ccc(NS(=O)(=O)c2c(C)[nH]c(=O)[nH]c2=O)cc1F	-2%	-4%	-3%	nt	1%	2%	-5%
Nc1nnnn1/N=C/c1ccccc1	-14%	-18%	15%	-10	6%	-11%	1%
O=C(NC(=S)NNC(=O)c1cccs1)c1ccc(Br)o1	-7%	-17%	80%[activator]	-6	1%	-22%	?
